Screening data: PubChem BioAssay, National Center for Advancing Translational Sciences (NCATS)
AmpC inh detg: inhibitors of E. coli AmpC beta-lactamase with detergent. P00811. AmpC hydrolysis of nitrocefin, absorbance 480 nm, 0.01% Triton. Potency, µM (titrated, usually from 114 µM), for the others: at the top dose activity change, negative = inhibition, hits mostly inhibitors. hit rate 0.041% among 370,000. AID 485294;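 note: potency is the fitted concentration of half-maximal effect; 0% = no-compound wells and -100% = no-enzyme wells; nearly all actives have a fitted effect of over 25% in size; some results filed as inactive show a strong effect at the top dose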
Target sequence (P00811 whole entry, looked up): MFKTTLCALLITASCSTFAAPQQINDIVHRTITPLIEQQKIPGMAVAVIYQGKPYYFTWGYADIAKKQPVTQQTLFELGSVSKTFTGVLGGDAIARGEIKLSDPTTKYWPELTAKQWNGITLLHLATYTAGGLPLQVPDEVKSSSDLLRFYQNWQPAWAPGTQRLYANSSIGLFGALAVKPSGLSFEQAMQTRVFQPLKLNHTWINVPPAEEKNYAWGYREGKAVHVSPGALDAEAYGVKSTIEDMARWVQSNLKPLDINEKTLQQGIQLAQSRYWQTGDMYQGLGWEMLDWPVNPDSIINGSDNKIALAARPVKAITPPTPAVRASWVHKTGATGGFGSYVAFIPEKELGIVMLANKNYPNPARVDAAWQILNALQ
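20 mM phosphate pH 7.0 + 0.01% (detergent screen) or 0.0001% Triton X-100; 5.3 nM AmpC reagent; cpd preinc 15 min RT; nitrocefin (800 uM stock) to start; A480 q20 s × 4 min; Activity was normalised to no-enzyme and no-compound control wells.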
AMA1 RON2 block: AMA1-RON2 (P. falciparum) interaction inhibition; AlphaScreen AMA1-biotinylated RON2 peptide binding; Potency, µM (series often up to 58.2 µM), inactives show top-dose activity change, negative = inhibition, usual class: inhibitors; hit rate 0.2% among 360,000; AID 720542;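 note: potency is the fitted concentration of half-maximal effect; 0% = vehicle wells and -100% = peptide control; nearly all actives have a fitted effect of over 45% in size; some results filed as inactive show a strong effect at the top dose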
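AMA1 (3D7) with his tag at 25 nM final met compounds first, then biotinylated RON2 peptide at 25 nM; detection used donor plus acceptor beads, 10 µg/mL apiece, read by AlphaScreen after 30 min at room temperature.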
Sm TGR inh: blocks Schistosoma mansoni thioredoxin glutathione reductase; Q962Y6; purified TGR, DTNB reduction, TNB absorbance 405 nm; Potency, µM (doses to about 114 µM), for inactives: at the highest dose activity change, negative = inhibition, usual class: inhibitors; hit rate 3% among 360,000; AID 485364; note: potency is the fitted concentration of half-maximal effect; nearly all actives have a fitted effect of over 60% in size
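Kinetic colorimetric format: TGR-catalysed, NADPH-driven DTNB reduction monitored via TNB absorbance. Enzyme dispensed at 20 nM; compound exposure 15 min at room temperature before reaction start.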
AmpC inh no detg: AmpC beta-lactamase inhibition without detergent. P00811. Potency, µM (series often up to 57.1 µM), without a hit: top-dose activity change, negative = inhibition, hits mostly inhibitors. hit rate 0.52% among 330,000. AID 485341. AmpC nitrocefin hydrolysis, absorbance 480 nm, 0.0001% Triton;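 note: potency is the fitted concentration of half-maximal effect; plate controls were no compound for no effect and no enzyme for full effect; nearly all actives have a fitted effect of over 20% in size; some results filed as inactive show a strong effect at the top dose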
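20 mM phosphate pH 7.0 + 0.01% (detergent screen) or 0.0001% Triton X-100; 5.3 nM AmpC reagent; cpd preinc 15 min RT; nitrocefin (800 uM stock) to start; A480 q20 s × 4 min; Activity was normalised to no-enzyme and no-compound control wells.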
HCMV inh: human cytomegalovirus inhibition. HFF cells, HCMV-luciferase reporter, 72 h; active compounds read low. activity change, negative = inhibition, % at 57.5 µM. hit rate 4.5% among 410,000; in the data active = activity change below about -60%; inconclusive = no clear call, values can overlap the other calls; inactive = above about -39%
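Steps: HFFs plated, 16 h 37C; compounds added; HCMV-luciferase added to MOI 1 PFU/cell; 72 h 37C; OneGlo reagent, 5 min room temperature; luminescence read, normalized to controls.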
FBPA Giardia inh: blocks Giardia fructose-bisphosphate aldolase activity; purified Giardia FBPA; Potency, µM (top dose mostly 59.6 µM), for inactives: top-dose activity, negative = inhibition, hits mostly inhibitors; hit rate 0.71% among 290,000; note: potency is the fitted concentration of half-maximal effect; nearly all actives have a fitted effect of over 55% in size
Target sequence (A8B2U2 whole entry, looked up): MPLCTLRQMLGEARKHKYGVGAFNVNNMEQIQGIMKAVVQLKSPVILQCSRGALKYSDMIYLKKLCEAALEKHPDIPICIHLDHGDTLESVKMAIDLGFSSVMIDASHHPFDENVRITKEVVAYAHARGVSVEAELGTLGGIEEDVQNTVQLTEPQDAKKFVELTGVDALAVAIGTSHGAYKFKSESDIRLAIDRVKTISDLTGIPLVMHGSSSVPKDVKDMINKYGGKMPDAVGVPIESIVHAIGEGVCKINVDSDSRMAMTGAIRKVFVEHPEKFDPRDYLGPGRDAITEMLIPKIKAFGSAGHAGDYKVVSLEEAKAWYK
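40 nM FBPA preincubated 10 min at RT with compound (up to 57.5 uM final), then substrate plus GAPDH/TPI/NAD/arsenate coupling and diaphorase/resazurin added. Fluorescence read after 20 min at RT, 525/598 nm.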
Starred values were filed as active, the others as inactive; ? = inconclusive; / = not tested or not shown; [ ] = remark or other dose. Unless noted, calls come from the whole dose curve; as a rule, active = well fitted curve in the direction sought with a large enough effect; inconclusive = small, poorly fitted or top-dose-only effect, or another doubt; inactive = no such curve, though single readings can be large; an effect the other way counts as inactive or inconclusive. Unless noted, % is set by controls: 0 for no effect and ±100 for the full control effect. Random draw from the library (roughly 7.8% active in at least one column).

molecule	AmpC inh detg	AMA1 RON2 block	Sm TGR inh	AmpC inh no detg	HCMV inh	FBPA Giardia inh
COCCNC(=O)COC(=O)CSCc1nc2ccccc2s1	-15%	7%	-4%	2%	76	0%
CNC(=S)N(CCCO)Cc1cc2cc3c(cc2[nH]c1=O)OCO3	5%	0%	-19%	-15%	-1	-8%
CN(C)S(=O)(=O)c1ccc(NC(=O)COC(=O)CC2CC3CCC2C3)cc1 (stereo not drawn)	2%	-4%	2%	-29%	2	-11%
Cn1cc(Cl)c(C(=O)Nc2nc3ccccc3s2)n1	1%	-6%	3%	3%	-24	-8%
CCOc1ccccc1NC(=O)CSc1nnc(Cc2cccn2C)n1-c1ccc(F)cc1	?	-7%	?	103%[activator]	-13	-7%
O=C(NCCc1ccccc1)c1cccc2c1C(=O)c1ccc(N3CCOCC3)cc1S2(=O)=O	/	3%	/	-16%	17	/
CCN(CC)C(=O)Oc1ccc2c(=O)c(-c3ccc(OC)cc3)coc2c1	-11%	5%	0%	5%	-28	-2%
Cc1ccc(-c2nc(C(=O)NCCCN3CCOCC3)cc3c2[nH]c2ccccc23)cc1	?	-14%	0%	291%[activator]	-36	-8%
O=C(COC(=O)CNS(=O)(=O)c1cccc(F)c1)NCCc1ccccc1	?	5%	-2%	-22%	52	/
CCOC(=O)CN1C(=O)S/C(=C/c2ccc(C)o2)C1=O	-2%	4%	40µM*	-22%	-5	-29%
Cc1nn(CC(=O)O)c(=O)c2cc3cc(F)ccc3n12	12%	/	5%	/	31	/
CCOC(=O)CN1C(=O)C(=O)N(Cc2cccc(C)c2)C1=O	11%	-9%	8%	0%	-11	-5%
CCCCNC(=O)c1cc(-c2ccc(OC)c(OC)c2)on1	-9%	-2%	1%	9%	31	1%
CCCc1cc(=O)oc2c(C)c(OCc3nn[nH]n3)ccc12	-8%	-7%	15%	-18%	-35	27%
O=C(Nc1ccc(F)cc1)c1ccc(C(=O)N2CCOCC2)cc1	-14%	-2%	0%	-14%	-25	/
COC(=O)c1cc(S(=O)(=O)N2CCN(c3ccccc3)CC2)c[nH]1	-1%	-1%	5%	-3%	-6	-13%
NC(=O)c1c(NC(=O)CN2C(=O)NC(Cc3ccccc3)C2=O)sc2c1CCC2 (stereo not drawn)	2%	16%	-4%	13%	-33	-27%
CCOc1ccc(-n2c(SCC(=O)N3CCc4ccccc43)nnc2-c2c[nH]c3ccccc23)cc1	-9%	8%	-11%	-22%	-2	-7%
CC(NC(=O)Cc1cccs1)c1ccc2c(c1)OCO2 (stereo not drawn)	?	-5%	-7%	-15%	-21	9%
CCCS(=O)(=O)N1CCCC(c2nc(-c3cccc(OC)c3)no2)C1 (stereo not drawn)	?	-6%	-1%	48%	35	-1%
CCOc1ccccc1N(C)C(=O)Cn1cnc2sc(C)c(S(=O)(=O)N3CCC(C)CC3)c2c1=O	9%	/	-1%	/	-3	/
COc1ccc(/C=N\NC(=O)c2ccccc2Cl)cc1COc1c(F)c(F)c(F)c(F)c1F	?	15%	0%	-28%	101	/
Cc1c(CNC2CCCC(C)C2C)c(C(=O)O)c(C)n1Cc1ccccc1 (stereo not drawn)	-11%	-5%	-2%	17%	18	1%
CCN=C1SC(CC(=O)Nc2ccc(N3CCOCC3)cc2)C(=O)N1CC (stereo not drawn)	-1%	1%	4%	-1%	-31	-6%
COc1ccc(-n2ncc3c(NCc4cccs4)ncnc32)cc1	1%	3%	5%	-35%	19	-27%
CCOc1ccc(NC(=O)C2CCN(S(=O)(=O)c3cccs3)CC2)cc1	-10%	1%	-9%	-42%	-4	-8%
O=C(Nc1ccc(Cl)cc1)c1ccc(CN2CCc3ccccc3C2)cc1	3%	-6%	-1%	-18%	-19	-7%
CCc1ccc(NC(=O)CC(NCc2cccnc2)C(=O)O)cc1 (stereo not drawn)	1%	/	8%	/	5	/
CC(/C=N/NC(=O)c1ccc(Br)cc1)=C\c1ccccc1	-8%	5%	-7%	-21%	-63*	-1%
O=C(Nc1ccc(Cl)c([N+](=O)[O-])c1)Nc1nc2ccccc2s1	-8%	/	9%	-40%	/	5%

Later entries
molecule	AmpC inh detg	AMA1 RON2 block	Sm TGR inh	AmpC inh no detg	HCMV inh	FBPA Giardia inh
CCOC(=O)C1=CN(Cc2ccco2)S(=O)(=O)N(CC)C1c1ccccc1 (stereo not drawn)	/	10%	/	2%	-34	/
Cc1ccc(CSCCC(=O)NCCC2=CCCCC2)cc1	6%	5%	4%	14%	4	5%
COc1ccc(OC)c(NC(=O)Cc2coc3ccc(C(C)C)cc23)c1	-3%	/	-5%	/	-7	/
COc1ccc(NC(=O)CC2C(=O)N(c3ccc(C)cc3)C(=O)N2Cc2ccc(C)cc2)cc1 (stereo not drawn)	12%	/	2%	/	2	/
COc1ccc(C(=O)Nc2ccc(N3CCOCC3)cc2)cc1S(=O)(=O)NC1CCCC1	-4%	-14%	5%	27%	88	-1%
COc1ccc(OCc2ccc(C(=O)N3CCOCC3)cc2)cc1	10%	-6%	0%	21%	-17	-17%
Cc1csc2nc(-c3cccc(NC(=O)C(C)C)c3)cn12	23%	/	2%	/	1	/
COc1cc(C(C)=O)ccc1OCC(O)Cn1nc(C)c(C(C)=O)c1C (stereo not drawn)	-14%	-4%	0%	-4%	25	13%
O=C(NCc1cccc(F)c1)C1CCC(=O)N(CCc2cccc(F)c2)C1 (stereo not drawn)	0%	8%	2%	30%	0	/
Cc1cccc(N2CCN(C(=O)c3cnn(-c4ccc(F)cc4F)c3C3CCN(C(=O)OC(C)(C)C)CC3)CC2)c1C	13%	/	30%	/	0	/
CCN(CC)S(=O)(=O)c1ccc(-c2csc(=Nc3cccc(C(F)(F)F)c3)n2Cc2ccc3c(c2)OCO3)cc1	-1%	/	7%	/	13	/
CC(=O)OCC1=C(C(=O)O)N2C(=O)C(NC(=O)C(C)Cn3nc(C)c(Cl)c3C)C2SC1 (stereo not drawn)	-9%	24%	28µM*	-8%	0	-17%
O=C(Cc1csc(-c2ccccc2)n1)NCC(=O)Nc1ccc(F)c(F)c1F	/	-7%	/	-3%	3	/
Cc1cc(C)cc(NC(=O)CSc2oc(-c3ccccc3)nc2S(=O)(=O)c2ccc(Cl)cc2)c1	-5%	/	-28%	/	-2	/
CC(=O)Nc1cccc(NC(=O)C(F)(F)F)c1	0%	-9%	/	7%	38	0%
COC(=O)C1=C(CN2CCCc3ccccc32)NC(=O)NC1c1ccc(F)cc1 (stereo not drawn)	-9%	-4%	-32%	3%	-81*	-21%
COc1ccc(C(=O)OCC(=O)Nc2nc3c(F)c(F)c(F)cc3s2)cc1OC	3%	4%	-16%	-12%	-21	4%
CCOC(=O)c1c(NC(=O)COC(=O)CCCOc2ccc(OC)cc2)sc(C(=O)NC)c1C	0%	1%	0%	-8%	7	/
Cn1cnnc1SCC(=O)Nc1ccc(S(=O)(=O)N2CCOCC2)cc1	-2%	9%	-1%	-11%	-10	/
Cc1ccccc1NC(=O)c1ccc2c(c1)CCN2S(C)(=O)=O	0%	-1%	-6%	0%	5	10%
Cc1ccc(S(=O)(=O)N2CCN(C(=O)c3ccc(N4CCCCC4)c([N+](=O)[O-])c3)CC2)cc1	?	5%	-9%	-13%	/	6%
CC(C)(C)C1CCc2c(sc(NC(=O)CSc3ncn[nH]3)c2C#N)C1 (stereo not drawn)	?	51%[activator]	3%	-40%	-20	-9%
CCN(CC)S(=O)(=O)c1cccc(-c2n[nH]c(=S)n2CC(C)C)c1	0%	92%[activator]	-2%	-27%	-6	5%
CCOC(=O)C1=C(N)N2C(=O)C(C)SC2=C(C(=O)OCC)C1c1ccccc1 (stereo not drawn)	-14%	0%	4%	-11%	-5	-10%
CCn1c(C)nc2cc(C(=O)N/N=C/c3ccc(O)c(O)c3O)ccc21	2%	14µM*	/	-1%	-8	13µM*
Cc1cc(N2CCCCC2)nc(N2CCCCC2)n1	1%	1%	1%	7%	-61*	2%
NS(=O)(=O)c1cccc(NC(=O)CSc2nnc(C3CC3)n2-c2ccccc2)c1	/	0%	/	-20%	-8	/
COc1ccccc1N1CCN(C2CCN(C(=O)c3ccc(F)cc3)CC2)CC1	-21%	-7%	-15%	-8%	-16	10%
COc1cc(/C(C)=N\NC(=O)CSc2nc3ccccc3n2C)ccc1O	2%	14%	5%	127%[activator]	-13	-11%
O=C1C2CCCN2C(=O)N1CCCN1CCN(c2cccc(Br)c2)CC1 (stereo not drawn)	-9%	-5%	0%	75%[activator]	13	?
CCOc1ccccc1N(CC(=O)Nc1ccccc1C(=O)O)S(C)(=O)=O	1%	-2%	-22%	-13%	55	-18%

Reformatted: four of the compounds above
Cn1cnnc1SCC(=O)Nc1ccc(S(=O)(=O)N2CCOCC2)cc1
  AmpC inh detg = -2%
  AMA1 RON2 block = 9%
  Sm TGR inh = -1%
  AmpC inh no detg = -11%
  HCMV inh = -10
  FBPA Giardia inh = /

Cc1ccccc1NC(=O)c1ccc2c(c1)CCN2S(C)(=O)=O
  AmpC inh detg = 0%
  AMA1 RON2 block = -1%
  Sm TGR inh = -6%
  AmpC inh no detg = 0%
  HCMV inh = 5
  FBPA Giardia inh = 10%

Cc1ccc(S(=O)(=O)N2CCN(C(=O)c3ccc(N4CCCCC4)c([N+](=O)[O-])c3)CC2)cc1
  AmpC inh detg = ?
  AMA1 RON2 block = 5%
  Sm TGR inh = -9%
  AmpC inh no detg = -13%
  HCMV inh = /
  FBPA Giardia inh = 6%

CC(C)(C)C1CCc2c(sc(NC(=O)CSc3ncn[nH]3)c2C#N)C1 (stereo not drawn)
  AmpC inh detg = ?
  AMA1 RON2 block = 51%[activator]
  Sm TGR inh = 3%
  AmpC inh no detg = -40%
  HCMV inh = -20
  FBPA Giardia inh = -9%
